Screens as filed in PubChem BioAssay.
RBX1-CUL1 inh: inhibitors of human ROC1-CUL1 ubiquitin ligase activity | inhibition, % at 10 µM | AID 1347404, 2020 | in vitro K48 di-Ub FRET, acceptor:donor ratio, 45 min | E3 ubiquitin-protein ligase RBX1 (Homo sapiens) + Cullin-1 (Homo sapiens), P62877+Q13616 | actives 0.6% (n = 140,000); in the data active = inhibition above about 25%
Target sequence (P62877 whole entry, looked up): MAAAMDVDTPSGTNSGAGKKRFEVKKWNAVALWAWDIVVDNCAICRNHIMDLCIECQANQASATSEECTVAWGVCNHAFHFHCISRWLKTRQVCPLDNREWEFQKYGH
Target sequence (Q13616 whole entry, looked up): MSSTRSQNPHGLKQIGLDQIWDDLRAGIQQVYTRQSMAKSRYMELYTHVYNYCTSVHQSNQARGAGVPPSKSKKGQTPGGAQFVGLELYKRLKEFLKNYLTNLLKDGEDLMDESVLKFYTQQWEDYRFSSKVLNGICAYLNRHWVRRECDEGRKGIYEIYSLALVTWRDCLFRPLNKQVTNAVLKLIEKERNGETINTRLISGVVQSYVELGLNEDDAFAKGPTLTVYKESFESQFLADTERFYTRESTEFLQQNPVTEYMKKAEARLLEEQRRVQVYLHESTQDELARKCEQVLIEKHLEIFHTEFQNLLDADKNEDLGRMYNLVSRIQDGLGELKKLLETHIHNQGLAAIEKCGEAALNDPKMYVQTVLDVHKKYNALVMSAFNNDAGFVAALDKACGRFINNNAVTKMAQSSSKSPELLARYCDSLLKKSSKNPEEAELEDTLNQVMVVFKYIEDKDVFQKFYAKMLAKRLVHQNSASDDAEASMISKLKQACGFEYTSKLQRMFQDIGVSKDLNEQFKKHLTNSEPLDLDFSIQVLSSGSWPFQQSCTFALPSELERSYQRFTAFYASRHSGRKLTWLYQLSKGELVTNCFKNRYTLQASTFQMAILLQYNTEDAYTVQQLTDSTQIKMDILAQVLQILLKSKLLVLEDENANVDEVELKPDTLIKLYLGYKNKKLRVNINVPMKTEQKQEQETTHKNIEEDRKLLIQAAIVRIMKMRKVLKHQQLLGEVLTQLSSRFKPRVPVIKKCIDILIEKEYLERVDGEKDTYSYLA
An asterisk follows results filed as active.

canonical_smiles	RBX1-CUL1 inh
COc1ccc(Cl)cc1-c1nc(N)nc(Nc2ccc(Br)cc2)n1	-1
O=C(CSc1nccn1Cc1ccccc1)Nc1nc2ccccc2s1	3
CCOC(=O)NC(Nc1sc2c(c1C(=O)OCC)CCN(C)C2)(C(=O)OCC)C(F)(F)F (stereo unspecified)	-5
O=[N+]([O-])c1cc(C(F)(F)F)ccc1Sc1nnnn1-c1cccc2ccccc12	-4
CCCCc1[nH]nc2c1C(c1c[nH]c3ccccc13)C(C#N)C(=N)O2 (stereo unspecified)	11
COc1ccccc1NC(=O)N1CC=C(c2c[nH]c3ccccc23)CC1	-11
Cc1ccc(C)c(NS(=O)(=O)c2ccc(-c3ccccc3)cc2)c1	2
CC1=CC(C)(C)N2C(=O)C(=O)c3cc(OC(=O)C4CCCO4)cc1c32 (stereo unspecified)	-5
COC(=O)C(C)N1C(=O)S/C(=C/c2cccn2C)C1=O (stereo unspecified)	9
O=C1CC(c2ccccc2)CC(=O)C1=C1SC2=C(SCc3ccccc3CS2)S1 (stereo unspecified)	1
Cc1ccc2c(c1)c(=O)c(C(=O)c1ccncc1)cn2CC(=O)Nc1ccc(C(C)C)cc1	-7
O=C(CCC1CCCCC1)N1CCN(C(=O)CCC2CCCCC2)CC1	-5
CCOc1c(Br)cc(-c2nc3ccccc3s2)cc1OC	-1
COC(=O)C1=C(C)N=C2SCCC(=O)N2C1/C=C/c1ccccc1 (stereo unspecified)	-1
CCCCc1nnc2sc(-c3ccccc3F)nn12	-6
CCCCCCCC1=NN2C(=N)/C(=C\c3cc(C)n(-c4cccc(OC)c4)c3C)C(=O)N=C2S1	6
Cc1ccccc1-c1nnc(SCC(=O)C(C)(C)C)o1	-1
O=C(Nc1cccc(-c2ccco2)c1)C1CCN(C(=O)CCc2ccco2)CC1	4
CCN1CCN(S(=O)(=O)Cc2ccccc2C)CC1	8
Cc1ccc(NC(=O)c2ccccc2Br)c(C)c1	-6
CCCn1c(=O)c2c(nc3n(CC(=O)OCC)c(C)cn23)n(C)c1=O	-1
O=C(Nc1ccnn1C1CCN(C(=O)CN2CCCCC2)CC1)c1ccc2c(c1)OCO2	-4
Cc1cc(Cl)ccc1Nc1ncnc2onc(C)c12	-12
COCC(C)NC(=O)C1CC(c2ccc(Cl)c(Cl)c2)=NO1 (stereo unspecified)	0
Cn1cc(C(=O)NCc2ccccc2F)cn1	-9
CCOc1ccccc1C(=O)NC1(C(F)(F)F)NC(=O)N(CCc2ccc(OC)c(OC)c2)C1=O (stereo unspecified)	-3
COc1ccc(CCNCc2ccc(OCc3cccs3)c(OC)c2)cc1OC	0
COc1ccc(-c2cc(C(C)=O)c(C)n2CCC(=O)NCc2ccc(C)cc2)cc1	-1
NC(=O)c1n[nH][nH]c1=S	6
COc1cc(C=Nc2ccccc2C)ccc1Oc1ccc([N+](=O)[O-])cc1[N+](=O)[O-]	12
Cc1ccc(Cl)cc1N1CCN(CCCNC(=O)Cn2ncc3c([nH]c4ccccc43)c2=O)CC1	-10
COc1ccccc1NC(=O)c1cc(=O)c2ccc(C)c(C)c2o1	-3
CCc1ccccc1NC(=O)Nc1nnc(N(C)Cc2ccccc2)s1	0
Cc1nc2c(-c3ccc(F)cc3)c(C)nn2c(C)c1CCC(=O)N1CCN(c2ccc(F)cc2)CC1	-4
CCOC(=O)c1c(NC(=O)c2cc(-c3cccc(Cl)c3)on2)sc(C)c1C	-5
COc1ccccc1-c1nc(C)c(C(=O)O)s1	-6
CNC(=O)Cn1ccc(-c2cccc(-c3nccc4occc34)c2)n1	-5
CCOC(=O)C1C(C)=NC(=O)NC1c1ccc(OC)c(CN(CC)CC)c1 (stereo unspecified)	-9
CCOC(=O)c1[nH]c2ccccc2c1NC(=O)c1ccccc1F	-3
CN1C(=O)C2C(=NC(=O)CC2c2cccc(O)c2)N(C)C1=O (stereo unspecified)	-5
Cc1ccc(C(=O)CC=Nc2cc(Cl)ccc2Cl)cc1	7
C=CCNc1nc(N)c(C(=O)c2ccc(Br)s2)s1	7
Cc1nc(C(=O)N2CCCC(CNS(=O)(=O)Cc3ccccc3)C2)cs1 (stereo unspecified)	-12
C[N+]1(CCO)Cc2sc3ccc(Cl)cc3c2C1 (stereo unspecified)	-3
CC(C)(C)c1cc(=O)[nH]c(N2CCN(c3ccccc3)CC2)n1	10
Cc1cc(OCC(=O)NC(C)c2ccccc2)cc(C)c1Cl (stereo unspecified)	-9
CCc1ccc(-c2nn(CC(=O)Nc3ccccc3C)c3c2cnc2ccc(C)cc23)cc1	5
Cc1cc(OC(=O)c2ccc(Br)o2)c(I)c(C)c1Cl	-1
NS(=O)(=O)c1cnccc1Sc1cccc(Cl)c1	-3
O=C(COc1ccc(Br)cc1Br)NN1C(=O)c2ccccc2C1=O	-1

Other entries
canonical_smiles	RBX1-CUL1 inh
CCCN(CCC)CCCNC(=O)Cn1cnc2sc(C)c(S(=O)(=O)N3CCCCC3)c2c1=O	-1
C=CCN(CC=C)C(=O)c1cn(Cc2ccc(OC)cc2)nn1	4
NS(=O)(=O)c1ccc(CNC(=O)c2ccccc2F)cc1	4
CCOC(=O)c1c(C)c(-c2ccccc2)n(CC(=O)NCCc2ccc(C)cc2)c1C	-1
O=C(CSc1ncnc2sc3c(c12)CCC3)c1ccc(OC(F)F)cc1	-1
COc1ccccc1NC(=O)C1CCC(CNS(=O)(=O)c2ccc3c(c2)CC(C)N3C(C)=O)CC1 (stereo unspecified)	-5
COc1cc(CNCCc2cccnc2)ccc1OCC(O)CN1CCCC1 (stereo unspecified)	-8
OC(Cn1nnc2ccccc21)Cn1c2ccccc2c2ccccc21 (stereo unspecified)	4
C/C(=N\NC(=O)c1cc(Cl)ccc1O)c1ccccn1	11
Cc1ccc(NC(=O)Cn2cc(CO)c3ccccc32)cc1	-5
COc1cccc2c1OCC(NCCN1CCOC1=O)C2 (stereo unspecified)	7
CCc1ccc(-n2nc(CO)c(C(=O)NC)n2)cc1	-3
CC1=Nn2c(nc3sc4c(c3c2=O)CCCC4)SC1	-1
COCCNC(=O)CN(c1ccccc1)S(=O)(=O)c1ccccc1[N+](=O)[O-]	6
O=C(CN1C(=O)C2(SCC(=O)N2c2ccccc2)c2ccccc21)NCc1ccccc1Cl (stereo unspecified)	4
Cc1ccc(-c2[nH]nc3c2C(c2ccc4c(c2)OCO4)C(C#N)C(=N)O3)cc1 (stereo unspecified)	1
Cc1cccc(NC(=O)c2cccc(F)c2)c1	-10
O=C(Nc1sc2c(c1C(=O)NCC1CCCO1)CCCC2)c1ccccc1F (stereo unspecified)	-20
C=CCc1ccccc1OCc1nc2ccccc2n1CC	1
Cc1ccccc1CNC(=O)C1CCCCN1S(=O)(=O)c1ccc(F)cc1 (stereo unspecified)	4
Cc1ccc2c(-c3ccccc3)c(-c3nnnn3-c3ccccc3)cnc2c1	-2
CC(C)(C)c1cc(/C=N/NC(=O)C2=NNC(c3ccccc3)(c3ccccc3)C2)cc(C(C)(C)C)c1O	8
O=C(/C=C/c1ccc(Cl)cc1Cl)Nc1ccc(C(=O)N2CCOCC2)cc1	-13
Cc1ccccc1NC(=O)c1ccccc1I	14
CCCc1cc(=O)[nH]c(SCC(=O)Nc2cc(C(F)(F)F)cc(C(F)(F)F)c2)n1	2
Cc1cccc2oc(Cc3nc4c(C)cccc4o3)nc12	-15
Cc1ccc(-n2c(=O)c3c(c4cc(C)ccc4n3C)n(CC(=O)N3CCCC3)c2=O)cc1	3
Cc1ccc(S(=O)(=O)CC(=O)Nc2sc3c(c2C#N)CCCCC3)cc1	5
Cc1nn(C)c(C)c1-c1ccnc(NCc2ccccn2)n1	-2
Cc1cc(=O)n(C(C)C(=O)NCc2ccccc2Cl)c2c1c(C)nn2-c1ccccc1 (stereo unspecified)	0
CCCCCCCCCCOc1ccc(N=C(C)C(C)=Nc2ccc(OCCCCCCCCCC)cc2)cc1	8
Cc1ccc2c(c1)NC(C)(C)c1ssc(=Nc3ccc(Cl)cc3)c1-2	-4
CCS(=O)(=O)c1nnnn1-c1ccccc1S(C)(=O)=O	-7
CCn1c(C(=O)NCc2ccc(OC)cc2)cc2sc(Cl)cc21	2
O=c1cc(C(F)(F)F)c2ccc(OCc3ccccc3)cc2o1	-2
Brc1ccc(-c2cn3ccccc3n2)s1	-4
COc1cc(NC(=O)c2ccccc2F)ccc1NC(=O)c1ccco1	1
CSc1ccc(CCNC(=O)c2c(C)nn(-c3ccc(F)cc3)c2-n2cccc2)cc1	10
COc1ccc(NC(=O)C2CCCCC2)c(OC)c1	-2
CCN(CC)CCCCC(C#N)c1ccccc1 (stereo unspecified)	-3
CCc1nnc(NC(=O)c2nc(SCc3ccccc3C)ncc2Cl)s1	-7
COc1cc(C)ccc1OCc1nc(C(=O)N(C)C2CCCCC2)co1	0
Cc1c(-c2nnc(SCC(=O)Nc3ccccc3F)o2)nnn1-c1ccc(F)cc1	-1
Cc1c(C#N)c2ncnc(NCCc3ccccc3)c2n1-c1ccccc1	-9
Cc1nc(-c2ccc(S(=O)(=O)Nc3ccc(C)c(N(C)C)c3)cc2)co1	6
Cc1cccc(Cn2cnc3sc4c(c3c2=O)CCCC4)c1	-2
COc1ccc(-c2nc(CN(C)Cc3nonc3C)c(C)o2)c(OC)c1C	2
O=C(OC1CCCC1)c1ccc(Br)cc1Br	-3
CCOc1ccc(NC(=O)CSc2nnc(NC(=O)c3ccccc3F)s2)cc1	-4
Cc1ccc(CSc2nc3ccncc3n2Cc2nc(-c3ccccc3C)oc2C)cc1	-15

Continued:
canonical_smiles	RBX1-CUL1 inh
C/C(=N\n1cnc2sc3c(c2c1=O)CCCC3)N(C)C	6
CCOC(=O)c1ccc(NC(=O)c2cc3cc(C)ccc3n2C)cc1	0
CC(=NCc1cccnc1)C1C(=O)N(c2nc3ccccc3s2)N=C1C (stereo unspecified)	2
CCOc1c(Cl)cc(C(=O)Nc2ccc(Br)cc2)cc1Cl	-5
O=C(CCCc1ccccc1)Nc1ccnn1C1CCN(C2CCOCC2)CC1	0
CCCNC(=O)C1CC(=O)N(c2cc(C)ccc2OC)C1 (stereo unspecified)	1
CCc1ccc(CNC(=O)CCC(=O)N2Cc3cccc(OC)c3Oc3ncccc32)cc1	1
CN1CCCC1CCNc1nc2nonc2nc1N1CCSCC1 (stereo unspecified)	1
CCOC(=O)c1c(C)oc2c(CN3CCCCC3)cc(OC)c(O)c12	2
CCOc1ccccc1C(=O)N1CCN(c2ccc(OC)cc2)CC1	9
CCc1ccccc1NC(=O)N1CC(CC)Oc2ccc(Cl)cc21 (stereo unspecified)	-3
Cc1ccc(C(=O)Nc2ccc(Br)c(Cl)c2)cc1	4
Cc1cc(C)c(CN2CCCC(N3CCOCC3)C2)c(-n2cccn2)c1 (stereo unspecified)	13
COc1cc(Cl)c(C)cc1NC(=O)Cn1ncc2c3ccccc3n(Cc3ccccc3)c2c1=O	2
CC(C)CCNC(=O)CCC(=O)NNc1nc2ccccc2c2nc(-c3ccccc3)nn12	-14
COC(=O)c1cc(OC)c(OC)cc1NC(=O)CSc1nc(N)c(C#N)c(-c2ccccc2)c1C#N	-2
CC1=NC2C3CCCCC3S(=O)(=O)C2C(c2ccc(Br)cc2)C1C#N (stereo unspecified)	8
Cc1nc2ccccc2c2c1Cn1ncnc1S2	7
FC(F)(F)C(Oc1nc(NNc2ccccc2)nc(N(c2ccccc2)c2ccccc2)n1)C(F)(F)F	-5
CCCc1nccn1S(=O)(=O)c1cc(F)ccc1OC	6
COc1ccc(CNC(=O)CCc2c(C)c3cc4c(C)coc4cc3oc2=O)cc1	2
O=C1N(C2Cc3ccccc3C2)C[C@@H]2C[C@@H](c3cccc4cnccc34)N3CCC[C@@]123	9
CCCN(CCC)c1nn2c(=O)c(C(=O)NCc3cc(Br)ccc3OC)cnc2s1	5
CCOC(=O)c1c(NC(=O)c2cc3nc(-c4ccc(OC)cc4)cc(C(F)(F)F)n3n2)sc2c1CCC2	6
Brc1cnc2cncc(Br)c2c1	1
CC1CN(CCc2ccccc2)c2nc3c(c(=O)[nH]c(=O)n3C)n2C1 (stereo unspecified)	7
Cc1ccc2c(c1)N(CC(=O)NCCCN1CCCCC1)C(=O)c1cccnc1O2	-9
CCOC(=O)CSc1nc(=S)c(C#N)c(-c2ccc(Cl)cc2)[nH]1	-2
CCCOc1ccc([N+](=O)[O-])cc1NCC(=O)O	-2
COc1ccc(N2CCN(C(=O)CSCc3nc(-c4ccccc4Cl)oc3C)CC2)cc1	4
Cc1nonc1CN(C)Cc1nc(-c2cccc3ccccc23)oc1C	5
COc1cc(=O)n2c(c1C(=O)N(C)Cc1nonc1C)CCN(Cc1cccc3cccnc13)CC2	7
CCOC(=O)c1cccc(NC(=O)NCc2ccc3c(c2)CCN3C(=O)c2ccccc2)c1	0
Cc1ccc(C(=O)Nc2cccc(C(C)O)c2)cc1 (stereo unspecified)	5

Shown with the structure last: entries from further up
RBX1-CUL1 inh	SMILES
-2	CCCOc1ccc([N+](=O)[O-])cc1NCC(=O)O
4	COc1ccc(N2CCN(C(=O)CSCc3nc(-c4ccccc4Cl)oc3C)CC2)cc1
5	Cc1nonc1CN(C)Cc1nc(-c2cccc3ccccc23)oc1C
7	COc1cc(=O)n2c(c1C(=O)N(C)Cc1nonc1C)CCN(Cc1cccc3cccnc13)CC2
0	CCOC(=O)c1cccc(NC(=O)NCc2ccc3c(c2)CCN3C(=O)c2ccccc2)c1
5	Cc1ccc(C(=O)Nc2cccc(C(C)O)c2)cc1 (stereo unspecified)

An excerpt, so the mix of outcomes need not match the whole.
